# Screening data as filed in PubChem.
# TLR4 MyD88 comp = inhibitors of human TLR4-MyD88 binding | 0.18% of 200,000 active | AID 861 | HeLa CL3-4 TLR4/MyD88 BLA complementation, FRET ratio | inhibition, % at 8.4 µM; in the data active means inhibition above about 25%;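 further: 0% = vehicle and 100% = reference inhibitor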
# Target sequence (O00206 whole entry, looked up): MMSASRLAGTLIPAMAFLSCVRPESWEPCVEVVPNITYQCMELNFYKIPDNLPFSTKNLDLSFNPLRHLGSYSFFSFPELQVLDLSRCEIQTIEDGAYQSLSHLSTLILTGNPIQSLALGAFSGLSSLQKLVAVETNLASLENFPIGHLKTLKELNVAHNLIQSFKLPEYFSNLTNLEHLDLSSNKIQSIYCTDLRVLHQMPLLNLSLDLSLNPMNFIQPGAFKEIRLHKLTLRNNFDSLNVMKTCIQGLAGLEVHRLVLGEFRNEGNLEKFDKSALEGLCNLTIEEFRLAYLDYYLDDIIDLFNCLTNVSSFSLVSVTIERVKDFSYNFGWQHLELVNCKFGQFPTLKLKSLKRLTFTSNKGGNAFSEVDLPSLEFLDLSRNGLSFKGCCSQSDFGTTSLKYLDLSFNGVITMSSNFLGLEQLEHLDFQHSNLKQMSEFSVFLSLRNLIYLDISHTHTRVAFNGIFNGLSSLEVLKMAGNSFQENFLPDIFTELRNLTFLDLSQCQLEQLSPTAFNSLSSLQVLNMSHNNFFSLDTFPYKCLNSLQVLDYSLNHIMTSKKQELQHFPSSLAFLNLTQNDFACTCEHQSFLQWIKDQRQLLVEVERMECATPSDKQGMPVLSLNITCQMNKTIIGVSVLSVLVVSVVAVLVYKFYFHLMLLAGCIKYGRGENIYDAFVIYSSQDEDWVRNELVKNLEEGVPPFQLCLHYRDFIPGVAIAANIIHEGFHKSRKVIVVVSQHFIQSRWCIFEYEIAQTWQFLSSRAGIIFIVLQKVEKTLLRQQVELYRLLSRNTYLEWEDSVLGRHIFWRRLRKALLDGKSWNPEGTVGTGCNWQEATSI
# Target sequence (Q99836 whole entry, looked up): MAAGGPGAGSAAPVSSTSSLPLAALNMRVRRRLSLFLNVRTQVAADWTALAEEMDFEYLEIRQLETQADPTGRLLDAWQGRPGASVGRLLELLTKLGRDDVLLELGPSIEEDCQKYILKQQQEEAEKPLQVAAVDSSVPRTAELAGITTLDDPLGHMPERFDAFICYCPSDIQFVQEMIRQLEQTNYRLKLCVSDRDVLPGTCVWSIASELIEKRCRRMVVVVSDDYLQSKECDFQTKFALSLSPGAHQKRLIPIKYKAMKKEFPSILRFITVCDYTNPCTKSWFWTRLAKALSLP
# Diaph act CS = diaphorase activation or chemical reduction counter-screen. Diaphorase/resazurin coupled assay, resorufin fluorescence, 16 min; active compounds read high; 1 = vehicle wells, 0 = NADH-free wells. activation factor at 20 µM. 0.005% of 190,000 active. AID 1229;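 active means diaphorase activity raised at least twofold by the compound at 20 µM; inactive means activation factor below 2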
#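 System – purified diaphorase enzyme from Clostridium kluyveri · Input – enzyme 0.07 U/mL final · Also added – final NADH 0.114 mM, resazurin 0.1 mM · Measured by – fluorescence of resorufin, 544 nm excitation, 590 nm emission · Timing – 16 min enzyme reaction, ambient temperature · Measure – resorufin increase flagging diaphorase activators or reducers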
# STAT3 activator = activators of IL-6 induced STAT3 signaling. U3A cells, IL-6 STAT3-luciferase reporter, luminescence; 100% = signal with IL-6 EC80 alone. 0.91% of 190,000 active. activation (% of control), % at 5.6 µM. AID 871;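 active means activation above the screen-wide mean of compound activation plus 3 SD, cut at about 130% in these data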;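 further: 0% = background luminescence of wells with medium and substrate only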
#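 Material: STAT3-luciferase reporter U3A cells. Controls: IL-6-treated wells, 100% activation. Read-out: % activation versus median of IL-6-stimulated wells. Probe or stimulus: IL-6 stimulus at 33 ng/mL final. Timing: compound 1 h, then IL-6 6 h at 37 °C. Signal: reporter luminescence signal.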
# STAT1 blocker = STAT1 signaling inhibition; inhibition, % at 5.5 µM; AID 920; 0.35% of 200,000 active; NIH 3T3 STAT1-luciferase reporter, IFN-gamma, luminescence;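 active means inhibition above a set limit, the mean inhibition across all tested compounds plus 3 SD, cut at about 34% in these data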;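 further: 0% = IFN-gamma with DMSO and 100% = IFN-gamma with 300 µM nifuroxazide; values of inactives mirror those of a sister screen read the other way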
# APP 5UTR inh = APP translation inhibition. SH-SY5Y APP 5'UTR-luciferase reporter, luminescence. inhibition, % at 2 µM. 0.82% of 190,000 active. AID 1285;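 active means inhibition above a set limit, derived from the sample mean plus 3 SD, cut at about 45% in these data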; further: values of inactives mirror those of a sister screen read the other way
# Diaphorase inh = inhibits diaphorase or chemically oxidizes, flagging diaphorase assay artifacts | diaphorase resazurin-to-resorufin fluorescence, NADH, 16 min; bacterial (C. kluyveri) enzyme, not human | inhibition, % at 20 µM | 0.69% of 190,000 active;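 active means primary screen inhibition at 20 µM above a set limit, cut at about 50% in these data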;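 further: plate controls were DMSO with full reaction for no effect and wells lacking NADH for full effect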
#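 material = Clostridium kluyveri diaphorase enzyme | amount = 0.14 U/mL diaphorase, enzyme working solution | schedule = incubation 16 min, room temperature | detection = fluorescence of resorufin formed from resazurin, Ex 544/Em 590 nm | benchmarks = positive control minus NADH, DMSO neutral control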
# STAT1 act = activators of IFN-gamma induced STAT1 signaling | NIH 3T3 STAT1-luciferase reporter, luminescence; 100% = IFN-gamma alone, no compound | activation (% of control), % at 5.5 µM | 2.6% of 200,000 active | AID 932;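 active means activation above the screen-wide mean activation plus 3 SD, cut at about 130% in these data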;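 further: raw ratio to IFN-gamma control signal so 100% means no change and 0% no light; values of inactives mirror those of a sister screen read the other way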
# G6PDH CS = counter-screen for G6PDH assay hits: L. mesenteroides G6PDH inhibition | Purified L. mesenteroides G6PDH, diaphorase/resazurin coupled fluorescence, 45 min | 0.12% of 200,000 active | AID 1020 | inhibition, % at 5 µM; in the data active means inhibition above about 50%
# STAT3 blocker = STAT3 signaling inhibition; 0.89% of 190,000 active; inhibition, % at 5.5 µM; U3A cells, IL-6 STAT3-luciferase reporter, luminescence; host cell line lacks STAT1;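 active means inhibition above the mean inhibition across all screened compounds plus 3 SD, cut at about 44% in these data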;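 further: 0% = DMSO only wells and 100% = 100 µM nifuroxazide control wells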
# Hsp70 act = transcriptional activators of Hsp70; HeLa Hsp70 promoter luciferase reporter, luminescence; scaled: vehicle 0, proteasome-inhibitor control 100%; activation, % at 10 µM; 0.04% of 200,000 active; AID 1203;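 active means activation above the mean across all tested compounds plus 3 SD, cutoff set per campaign, cut at about 5.5% in these data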;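 further: 100% = MG132 at 30 µM as the positive control and 0% = DMSO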
# * = called active by the depositor; x = not tested or not shown.
SMILES	Diaphorase inh	Diaph act CS	APP 5UTR inh	TLR4 MyD88 comp	STAT1 blocker	STAT3 blocker	STAT1 act	STAT3 activator	Hsp70 act	G6PDH CS
O=C(N1CCOCC1)C12CC3CC(C1)CC(n1cnc(Cl)n1)(C3)C2	13	0.9	15	3	6	14	95	92	-0.1	2
CCCC(=O)c1c[nH]c(C(=O)NCCc2ccccn2)c1	6	0.9	3	-10	-10	11	109	96	-0.3	2
Nc1nc(SCC(=O)N2N=C3/C(=C/c4ccco4)CCCC3C2c2ccco2)n[nH]1 (centres undefined)	19	0.8	5	14	5	9	96	97	-0.1	0
CCn1c(COc2ccccc2C)nnc1SCC(=O)N1CCN(c2ccccc2)CC1	15	0.9	7	0	7	19	96	91	-0.1	-38
COc1ccc(C2CC(=O)Oc3c2c(=O)n(C)c2ccccc32)c(OC)c1OC (centres undefined)	x	x	0	0	4	7	97	101	0.1	2
NC(=O)CCC(NC(=O)c1ccc(Cl)cc1)C(=O)O (centres undefined)	41	0.6	-2	18	2	-1	98	106	-0.2	1
CC1=C(C(=O)Nc2ccccc2)C(c2cccnc2)n2ncnc2N1 (centres undefined)	11	0.9	14	-6	0	-3	98	104	0.2	8
Fc1c(F)c(F)c(N=Cc2ccc3ncccc3c2)c(F)c1F	6	0.9	14	-4	-3	-10	103	109	-0.1	-2
Cc1ccc(S(=O)(=O)NC(=O)c2cc(C)n(-c3cc(S(=O)(=O)N4CCOCC4)ccc3N3CCCC3)c2C)cc1	10	0.9	1	4	7	-1	93	107	-0.3	16
O=C1NC(CCc2ccccc2)C(=O)N1Cc1ccccc1Cl (centres undefined)	12	0.9	-13	-4	-8	-7	107	104	-0.4	-3
Cc1nn(C)c(Oc2cccc(Cl)c2)c1C=O	13	0.9	-6	3	4	4	96	103	0.1	6
O=C(NCCc1cccs1)C1CC(c2ccc([N+](=O)[O-])cc2)=NO1 (centres undefined)	-8	1.1	-62	-22	-48	-12	144*	115	0.3	10
COc1ccc2nc(NC(=O)c3ccc4ncsc4c3)sc2c1	2	1	-116	9	-46	12	142*	94	0.3	-2
Cc1ccc(S(=O)(=O)CCSc2nc(C)cc(C(F)(F)F)c2C#N)cc1	10	0.9	-13	13	21	9	79	96	-0.2	12
Cc1ccc2nc(NC(=O)C3CC(=O)N(Cc4ccco4)C3)sc2c1 (centres undefined)	8	0.9	10	-7	-7	15	107	90	0.4	4
COc1ccc(-c2[nH]ncc2CN(C)Cc2ccccn2)c(OC)c1	4	1	-14	-6	5	8	94	97	-0.2	13
COc1ccc(C(=O)NCc2nnc(SCC(=O)Nc3cc(C)cc(C)c3)o2)cc1OC	18	0.8	-29	11	1	5	100	99	0.0	-6
CC(C)CCN1CCN(Cc2cccc3nonc23)CC1CCO (centres undefined)	-3	1	-7	12	0	6	100	100	-0.5	5
N=c1n(Cc2ccccc2)c2ccccc2n1CC(O)COc1ccccc1 (centres undefined)	6	0.9	-28	8	18	3	84	100	-0.1	9
O=C(CN1N=C(c2ccccc2)CCC1=O)NCc1cccs1	-2	1	11	3	4	5	98	100	-0.1	7
C=CCNC(=S)NCc1ccccc1OC	-5	1.1	-9	-20	-8	9	108	100	0.0	-2
CCOC(=O)/C(=N\Nc1ccccc1Cl)N(C)C1CCS(=O)(=O)C1 (centres undefined)	2	1	2	-13	-6	5	105	97	0.6	5
Clc1ccc(/C=N/Nc2nc(Cl)nc3ccccc23)cc1	24	0.8	-28	4	-36	10	133*	93	0.0	0
Cc1ccc(Cl)c(NC(=O)COC(=O)CNS(=O)(=O)/C=C/c2ccccc2)c1Cl	-3	1	-8	-3	5	0	95	101	-0.4	8
C=CCc1cccc2cc(C(=O)NCc3cccnc3)c(=O)oc12	5	0.9	1	-7	6	2	96	102	0.1	-31
C/C(=N/NC(=O)c1cc(C2CC2)[nH]n1)c1cccs1	4	1	-120	3	26	76*	76	36	-0.4	0
Cc1ccc2c(c1)N(CCC(=O)NCC1CCCO1)C(=O)CO2 (centres undefined)	5	0.9	-9	-7	6	14	94	95	-0.4	8
COc1ccccc1OCCNC(=O)c1cc(F)c(F)cc1Cl	13	0.9	-25	-6	-3	-15	105	110	-0.4	-2
CCOC(=O)C1CCN(C(=O)CSc2ccc(Br)cc2)CC1	5	0.9	-4	-1	-3	5	99	100	0.1	14
CC1C(=O)CCN(C(C)(C)C)C1C (centres undefined)	12	0.9	3	1	-3	4	103	100	-0.1	-2
COc1ccc(CSc2nnc(CNS(C)(=O)=O)o2)cc1	8	0.9	-12	7	1	12	99	95	-0.1	-4
Cc1ccc(C)c(N(C(=O)c2snc(C(N)=O)c2N)C(C(=O)NCC2CCCO2)c2cccs2)c1 (centres undefined)	0	1	15	-4	1	-20	99	117	0.1	8
Cc1ccc2[nH]c(O)c(N=NC(=O)CCc3ccccc3)c2c1Br	11	0.9	5	-2	-4	3	103	98	-0.2	-27
CCOC(=O)c1cnn(-c2ccccc2)c1NC(=O)CSc1nnc(-c2cccs2)n1CC	3	1	4	3	6	7	94	100	-0.3	-1
O=C(Nc1ccccn1)c1ccc(S(=O)(=O)c2ccc(Cl)cc2)cc1	19	0.8	7	3	11	28	89	80	-0.1	5
Cc1ccc(C)c(NS(=O)(=O)c2ccc(NC(=O)CSc3ccc(Cl)cc3)cc2)c1	12	0.9	-17	11	5	4	96	98	-0.6	-1
CCN(CC)c1ccc(/C=N/n2c(C)cc(C)cc2=O)cc1	4	1	12	-14	-3	24	102	81	-0.1	0
Cc1cccc(NCc2ccc(O)c3ncccc23)c1	78*	0.2	-13	2	11	1	88	101	-0.2	36
Fc1ccc(C(c2nnnn2Cc2cccs2)N2CCN(C3CCCC3)CC2)cc1 (centres undefined)	14	0.9	-21	-8	0	-3	100	105	-0.1	-1
c1cc(CNc2ccc3c(c2)OCCO3)ccn1	12	0.9	-55	9	-9	6	109	99	3.0	-5
COCCNC(=O)c1ccc(NC(C)=O)cc1	17	0.8	5	6	11	0	89	100	-0.3	2
N#Cc1c(N)nc2c(c1-c1cccnc1)CCCCC2	13	0.9	-2	-1	5	6	96	101	-0.3	4
CN(C)S(=O)(=O)c1cccc(C(=O)Nc2cccnc2)c1	-11	1.1	-2	-13	1	-4	99	106	-0.1	2
O=c1c2ccccc2sn1-c1ccc(S(=O)(=O)N2CCCCC2)cc1	x	x	-11	7	3	12	97	92	0.1	x
Cc1ccc(NC(=O)CCC(=O)OCC(=O)c2ccc(Oc3ccc([N+](=O)[O-])cc3)cc2)cc1C	19	0.8	-1	5	0	15	100	93	-0.5	-6

# The final three compounds of the section before lead into the next.
SMILES	Diaphorase inh	Diaph act CS	APP 5UTR inh	TLR4 MyD88 comp	STAT1 blocker	STAT3 blocker	STAT1 act	STAT3 activator	Hsp70 act	G6PDH CS
CN(C)S(=O)(=O)c1cccc(C(=O)Nc2cccnc2)c1	-11	1.1	-2	-13	1	-4	99	106	-0.1	2
O=c1c2ccccc2sn1-c1ccc(S(=O)(=O)N2CCCCC2)cc1	x	x	-11	7	3	12	97	92	0.1	x
Cc1ccc(NC(=O)CCC(=O)OCC(=O)c2ccc(Oc3ccc([N+](=O)[O-])cc3)cc2)cc1C	19	0.8	-1	5	0	15	100	93	-0.5	-6
CC(C)[C@H](NC(=O)c1ccccc1Cl)C(=O)OCc1cc(=O)n2cc(Br)ccc2n1	-3	1	8	-5	-1	-7	99	109	-0.1	4
COc1ccc(/C(C)=N\Nc2nc(-c3ccccc3)cc(=O)[nH]2)cc1	8	0.9	-9	-11	1	6	99	95	0.3	1
Cc1cc(C(=O)CSc2nnc(-c3ccco3)o2)c(C)n1-c1ccc2c(c1)OCCO2	31	0.7	-12	3	7	4	94	101	-0.2	2
CCCC(=O)Nc1ccc(S(=O)(=O)Nc2cc(C)nc(C)n2)cc1	8	0.9	-5	-11	5	-2	95	102	0.1	4
O=C1CCC(=O)N1CNc1cccnc1	14	0.9	14	-1	8	17	93	91	-0.3	-1
O=C(Nc1cccnc1Cl)c1cccc(F)c1	0	1	-53	3	-15	7	112	98	-0.3	-3
CC(C)(C)S(=O)(=O)c1nc2ccccc2s1	-13	1.1	-1	-8	4	1	97	103	0.1	2
COc1ccccc1CNC(=O)CN(c1ccc(C)cc1)S(=O)(=O)c1c(C)n[nH]c1C	13	0.9	-3	0	8	5	93	99	-0.3	5
COc1ccccc1CC(=O)N1CCCc2ccccc21	11	0.9	3	2	2	-6	99	108	-0.3	-3
Cc1ccccc1N1C(=O)c2ccccc2C1Nc1cccnc1 (centres undefined)	2	1	3	1	5	11	96	95	-0.3	8
COc1ccc(C2CC(c3ccccc3C)n3nc(N)nc3N2)cc1 (centres undefined)	4	1	-12	7	2	2	99	98	-0.2	-6
O=C(NCC1COc2ccccc2O1)C1CCC(CNc2c(N3CCCCC3)c(=O)c2=O)CC1 (centres undefined)	25	0.7	-12	x	x	x	x	x	x	2
CC1CCN(S(=O)(=O)c2ccc(C(=O)Nc3sccc3C(N)=O)cc2)CC1	9	0.9	0	-3	-5	28	105	83	-0.2	-16
CCCCCc1c(C)c(C#N)c2nc3ccccc3n2c1-n1ccnc1C	-11	1.1	17	-4	1	0	99	101	-0.2	9
CCCCCCn1cnc2c(c1=O)c1nc3ccccc3nc1n2Cc1cccs1	19	0.8	4	12	10	12	91	96	-0.6	8
CC1(C)C(=O)OC(c2cc(Br)ccc2O)C(C)(C)C1=O (centres undefined)	8	0.9	-10	-3	2	5	99	92	-0.1	11
CCOc1cc(CNC2CCCC2)c(Cl)cc1OCC(=O)Nc1ccccc1	-13	1.1	-7	11	-4	0	101	104	-0.3	-3
CN(CC(=O)Nc1ccccc1Sc1ccccc1)Cc1nc2ccccc2c(=O)[nH]1	13	0.9	8	-7	6	2	94	100	0.6	6
COC(=O)/C(NC(C)=O)=C(\C)c1ccc(Cl)cc1	7	0.9	-17	-2	10	5	90	99	-0.2	9
CC1(C)CC(=O)C2=C(C1)OC(N)=C(C#N)C21C(=O)N(Cc2ccccc2Cl)c2ccccc21 (centres undefined)	12	0.9	8	-3	-5	-4	105	103	-0.3	11
COc1cccc(OC)c1C(=O)NNC(=O)c1ccccc1-n1cccc1	8	0.9	-7	-4	-5	-2	104	103	-0.1	3
